Source: PubChem (Broad Institute)
S100A4 MyoIIA = S100A4-myosin IIA interaction inhibition. S100A4/TAMRA-MyoIIA peptide fluorescence polarization. inhibition, % at 10.7 µM. 0.14% of 360,000 active;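 active = mean inhibition of at least 70% across replicates, with every replicate also reaching that level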
Target sequence (P26447 whole entry, looked up): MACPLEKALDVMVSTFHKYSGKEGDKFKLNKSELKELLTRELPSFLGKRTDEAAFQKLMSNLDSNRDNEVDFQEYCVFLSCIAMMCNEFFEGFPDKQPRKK
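System – human S100A4 monomer protein, biochemical binding assay · Buffer or medium – Calcium-containing HEPES buffer, pH 7.2 · Timing – 5 min between mix addition and reading · Also added – TAMRA-labelled myosin IIA heavy-chain peptide probe, 5 nM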
RAD54 inh = blocks human RAD54 Holliday junction branch migration; Q92698; FAM/BHQ fluorescence; inhibition, % at 10.4 µM; 0.14% of 360,000 active;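 active = mean normalized replicate activity at least 40 and at least half of replicates scoring 40 or more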;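 also: 0% = median of neutral control wells and 100% = median of positive control wells; inhibitors cause a drop in the FAM fluorescence signal; in these data hits start at about 50%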
XiGFP reactiv = activators of X-chromosome reactivation in mouse fibroblasts | XiGFP mouse fibroblasts, % GFP-positive cells imaging, 3 d; cells co-treated with 5-aza-dC sensitizer; scaled so ellipticine positive control = 100% | activation, % at 7.58 µM | 0.055% of 360,000 active;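 active = mean normalized replicate activation at least 10% and every replicate at or above 10%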;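 also: 0% = median of on-plate neutral control wells and 100% = ellipticine 6 µM median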
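material = 68-5-11 XiGFP fibroblast line | medium = DMEM plus 5-aza-dC sensitizer | schedule = 3 days compound exposure | benchmarks = positive control ellipticine, 6 µM final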
EWS-Fli block = inhibitors of EWS/Fli oncoprotein transcriptional activity. 0.67% of 350,000 active. A673 NR0B1-luciferase reporter, viability-normalised. inhibition, % at 12.6 µM;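 active = mean inhibition of at least 50% after viability correction, with every replicate also passing that limit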;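 also: firefly luciferase signal divided by Alamar Blue viability fluorescence both relative to DMSO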
esBAF inh = SWI/SNF esBAF complex inhibition. mouse ES cells, Bmi1-luciferase knock-in reporter, 24 h; 100% = twice the neutral-well signal. reporter increase, % at 12.5 µM. 2% of 350,000 active; in the data active = activation above about 40%;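 also: 0% = median of the plate's neutral control wells and 100% = double that signal; a rise in the Bmi1 reporter signal indicates esBAF inhibition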
FN deposition inh = fibronectin deposition inhibition | 0.086% of 350,000 active | inhibition, % at 12.6 µM | AH1F fibroblasts, Alexa488-fibronectin deposition fluorescence, overnight;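 active = mean inhibition across replicates of 30% or more, regardless of how many single replicates reach that level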;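 also: positive control wells lacked labelled fibronectin entirely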
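Material – AH1F fibroblast monolayer, labelled fibronectin deposition · Reagent – labelled fibronectin 24 nM · Timing – 1 h adhesion, overnight exposure · Measured by – fluorescence at 485 nm excitation, 525 nm emission · Read-out – inhibition of fibronectin deposition signal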
RAD52 anneal inh = blocks human RAD52 DNA annealing. inhibition, % at 18.7 µM. 0.46% of 360,000 active. recombinant RAD52 DNA annealing, FRET fluorescence. AID 651710. P43351;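 active = every replicate showing at least 50% inhibition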
Target sequence (P43351 whole entry, looked up): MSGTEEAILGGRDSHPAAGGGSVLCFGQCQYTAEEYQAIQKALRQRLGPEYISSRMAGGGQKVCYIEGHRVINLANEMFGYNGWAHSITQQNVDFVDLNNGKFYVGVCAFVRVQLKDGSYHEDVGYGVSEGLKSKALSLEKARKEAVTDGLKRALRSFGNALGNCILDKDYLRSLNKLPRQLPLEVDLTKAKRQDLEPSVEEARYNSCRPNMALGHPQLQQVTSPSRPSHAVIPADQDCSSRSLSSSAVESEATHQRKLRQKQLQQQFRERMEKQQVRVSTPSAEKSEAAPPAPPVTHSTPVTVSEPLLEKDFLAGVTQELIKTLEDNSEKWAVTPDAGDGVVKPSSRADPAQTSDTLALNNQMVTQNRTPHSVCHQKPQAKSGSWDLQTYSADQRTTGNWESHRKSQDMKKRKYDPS
E-sel inducer = induces E-selectin expression in human endothelial cells | P16581 | HUVEC E-selectin immunofluorescence imaging; normalized: neutral wells 0, TNF-alpha wells 100 | activation, % at 7.58 µM | 0.37% of 260,000 active;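 active = mean E-selectin-positive cell signal at least 10% of the positive control, reached in at least 60% of replicates, without over 20% cell loss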;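 also: in these data hits start at about 27%; measured in HUVEC primary endothelial cells; signal is the percent of cells scored E-selectin positive by PE staining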
Target sequence (P16581 whole entry, looked up): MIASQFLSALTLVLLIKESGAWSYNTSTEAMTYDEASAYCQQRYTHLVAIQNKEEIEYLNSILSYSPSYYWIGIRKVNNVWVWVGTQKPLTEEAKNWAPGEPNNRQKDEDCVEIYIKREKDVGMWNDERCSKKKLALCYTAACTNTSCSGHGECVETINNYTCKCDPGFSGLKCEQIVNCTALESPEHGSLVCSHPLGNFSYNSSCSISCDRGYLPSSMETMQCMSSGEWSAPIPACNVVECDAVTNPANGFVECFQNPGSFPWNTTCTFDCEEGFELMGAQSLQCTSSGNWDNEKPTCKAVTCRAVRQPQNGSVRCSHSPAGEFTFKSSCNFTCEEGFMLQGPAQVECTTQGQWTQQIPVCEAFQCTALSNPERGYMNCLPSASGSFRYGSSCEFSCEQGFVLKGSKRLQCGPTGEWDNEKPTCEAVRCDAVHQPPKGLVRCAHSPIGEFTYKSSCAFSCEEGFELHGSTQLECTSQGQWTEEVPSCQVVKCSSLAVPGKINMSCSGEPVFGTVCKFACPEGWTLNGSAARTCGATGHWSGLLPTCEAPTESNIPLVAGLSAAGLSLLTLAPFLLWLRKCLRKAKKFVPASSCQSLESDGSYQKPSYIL
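System: HUVEC / Compound: single concentration / Signal: immunofluorescence imaging / Read-out: percent E-selectin-positive cells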
* = called active by the depositor; . = no result given; & = joins results of further samples. Not a hit list; 3% or so of the library scored in one or more.

#	compound	S100A4 MyoIIA	RAD54 inh	XiGFP reactiv	EWS-Fli block
1	Cc1sc2ncn(CC(=O)NCCN3CCOCC3)c(=O)c2c1S(=O)(=O)N1CCC(C)CC1	1.4	-2.7	.	-4.5
2	N#Cc1cccc(-c2ccc([C@@H]3[C@H]4CN(C(=O)Nc5ccc(F)cc5)CCCCN4[C@H]3CO)cc2)c1	-13.5	1.7	0.0	6.4
3	C[C@@H]1CCCCO[C@H](CN(C)S(=O)(=O)c2cn(C)cn2)[C@H](C)CN([C@@H](C)CO)C(=O)c2cc(NC(=O)Cc3ccccc3)ccc2O1	.	3.4	-0.2	-1.5
4	CCOC(=O)c1ccccc1NC(=O)CSc1nc2c(sc(=S)n2CC)c(=O)[nH]1	-1.8	10.8	0.0	.
5	COc1cccc(-n2c(=O)c3sccc3n(CC(=O)NC3CCCCC3)c2=O)c1	5.1	1.9	0.2	-3.5
6	CCNC(=O)N1CCN(c2ccc(N3CCN(Cc4ccccc4)[C@H](C)C3)c(C)c2)[C@@H](C)C1	-9.7	.	0.4	4.5
7	O=C(CCS(=O)(=O)c1ccc2c(c1)NC(=O)CO2)NCCc1ccccc1	-1.1	-21.9	0.2	.
8	C[C@@H]1CN([C@@H](C)CO)C(=O)c2cccc(NC(=O)c3ccncc3)c2O[C@@H]1CN(C)Cc1ccc(Oc2ccccc2)cc1	12.4	3.8	-0.1	-3.0

#	esBAF inh	FN deposition inh	RAD52 anneal inh	E-sel inducer
1	1.0	.	1.9	.
2	.	.	-60.8	0.0
3	5.3	.	.	-0.2
4	-9.2	0.4	-12.5	0.1
5	2.3	6.2	-8.9	.
6	.	5.6	-3.5	-0.1
7	2.8	7.8	5.7	.
8	-0.4	-5.3	2.0	0.0

(list continues)
#	compound	S100A4 MyoIIA	RAD54 inh	XiGFP reactiv	EWS-Fli block
9	C[C@@H]1CCCCO[C@H](CN(C)Cc2ccccc2)[C@@H](C)CN([C@H](C)CO)C(=O)c2cc(NC(=O)C3CCCCC3)ccc2O1	-27.7	-7.7	0.2	1.6
10	CC(=O)c1cccc(NC(=O)C(C)OC(=O)/C=C/c2cccs2)c1 (configuration not stated)	5.4	3.1	0.0	1.7
11	CCCN1C[C@H](C)[C@@H](OC)CN(C)C(=O)c2ccc(NC(=O)Nc3c(C)noc3C)cc2OC[C@H]1C	2.6	-4.1	0.1	-12.8
12	Cc1ccc(S(=O)(=O)NNC(=O)C(O)(c2ccccc2)c2ccccc2)cc1	0.1	-10.4	0.0	-56.6
13	COc1ccccc1CNC(=O)COC(=O)COc1ccccc1Cc1ccccc1	-4.0	9.6	-0.1	-0.1
14	COC(=O)c1ccc(CN2C(=O)[C@]3(OCCC=C[C@H]3C)c3c(Br)cccc32)cc1	-0.5	.	0.7	4.2
15	C/C(CC(=O)Nc1ccc(C)cc1C)=N\NC(=O)C(C)C	0.6	.	0.3	3.4
16	CC(=O)c1cccc(N(C(=O)CNC(=O)c2ccco2)C(C(=O)NCc2ccco2)c2ccccc2)c1 (configuration not stated)	-5.0	.	0.1	7.1

#	esBAF inh	FN deposition inh	RAD52 anneal inh	E-sel inducer
9	4.1	.	-4.1	0.1
10	0.7	-0.7	-0.6	0.2
11	-3.2	3.0	4.7	-0.2
12	-4.0	-1.3	-12.7	3.8
13	.	7.8	-9.6	-0.1
14	.	-9.6	4.3	-0.2
15	.	-13.7	-4.0	.
16	.	-3.6	-6.2	.

Later entries
#	compound	S100A4 MyoIIA	RAD54 inh	XiGFP reactiv	EWS-Fli block
17	CCOC(=O)c1ccccc1NC(=O)c1ccc(N(C)S(C)(=O)=O)cc1	2.5	-22.4	.	-33.2
18	Cc1ccc(C(=O)N/N=C\c2ccc(OC(=O)c3cccs3)cc2)cn1	3.7	.	0.3	6.4
19	N#C/C(=C/c1cccnc1)c1ccccc1	-4.3	10.0	0.1	-14.6
20	O=C(COc1c(Cl)cc(Cl)cc1Cl)c1ccc(Cl)cc1	.	-5.8	0.0	.
21	Fc1ccc(NC(=S)Nc2cccc3ccccc23)cc1F	-4.9	0.6	0.0	4.7
22	N#C/C(=C\c1ccc(N2CCOCC2)o1)C(=O)NC1CCCCC1	4.0	-59.6	1.2	-11.4
23	CCCCS(=O)(=O)N1CCC(C(=O)NCC2CCCO2)CC1 (configuration not stated)	2.5	5.9	0.2	16.8
24	CCOC(=O)/C(N=Nc1ccc(C(=O)O)cc1[N+](=O)[O-])=C(\C)O	1.6	.	-0.1	0.0

#	esBAF inh	FN deposition inh	RAD52 anneal inh	E-sel inducer
17	-5.5	.	-9.8	.
18	.	6.2	-21.1	-0.1
19	9.5	-4.2	13.1	.
20	2.3	1.5	.	.
21	2.1	-5.5	-9.1	-0.2
22	46.3	-13.6	-198.6	.
23	5.5	8.9	-9.2	-0.3
24	.	-1.3	-7.3	.

More results
#	compound	S100A4 MyoIIA	RAD54 inh	XiGFP reactiv	EWS-Fli block
25	COc1ccc(NC(=O)N(C)C[C@@H]2Oc3c(NS(=O)(=O)c4ccc(F)cc4)cccc3C(=O)N([C@H](C)CO)C[C@@H]2C)cc1	.	-7.2	-0.4	5.8
26	COc1ccc(C(C)=O)cc1CSC(=S)N1CCSCC1	5.0	.	-0.1	7.7
27	Cc1ccc(NC(=S)NC(=O)C2CC2)cc1Cl	1.0	3.1	0.1	-42.7
28	Cc1cc(C)cc(-n2c(=O)c3ccccc3n(CC(=O)NCC3CCCO3)c2=O)c1 (configuration not stated)	-8.2	2.7	-0.1	7.3
29	Cc1ccc(N(CCC#N)C(=O)CN2C(=O)NC(Cc3ccccc3)C2=O)cc1 (configuration not stated)	-1.4	.	0.0	3.4
30	Cc1ccc(S(=O)(=O)N[C@H]2CC[C@@H](CCNC(=O)c3ccc4c(c3)OCO4)O[C@@H]2CO)cc1	-2.6	-3.6	-0.4	-5.7
31	Cc1nnc(NC(=O)CCS(=O)(=O)c2ccccc2)s1	-0.9	0.4	0.0	-26.0
32	COc1cccc(NCCC(=O)c2cccc([N+](=O)[O-])c2)c1	-2.3	.	-0.2	-91.7

#	esBAF inh	FN deposition inh	RAD52 anneal inh	E-sel inducer
25	2.4	.	.	-0.2
26	.	11.9	-3.0	0.7
27	33.7	-0.3	-6.8	0.3
28	4.6	-12.8	1.0	.
29	.	4.9	-21.2	.
30	-1.9	.	5.4	0.7
31	-7.3	0.4	-15.3	-0.2
32	.	1.9	-9.5	3.5

(further entries)
#	compound	S100A4 MyoIIA	RAD54 inh	XiGFP reactiv	EWS-Fli block
33	Cc1cccc(NCC(=O)N/N=C\c2ccccn2)c1	0.3	.	0.3	1.6
34	COc1cc(NC(=O)Cc2ccc([N+](=O)[O-])cc2)c(C(=O)O)cc1OC	-9.5	.	0.6	-0.3
35	CCc1nc2ccccc2n1CCc1ccccc1	-12.0	.	0.2	5.3
36	CCc1cc2c(=O)c(-c3nc4ccccc4n3C)coc2c(CN2CCCCC2C)c1O (configuration not stated)	-0.3	-3.7	0.0	-0.9
37	CCOc1ccccc1NC(=O)COC(=O)c1ccc(S(=O)(=O)N2CCCC2)cc1	6.8	-3.7	-0.1	-0.2
38	COc1ccc(N(CC(=O)NCc2cccs2)S(=O)(=O)c2cccnc2)cc1	-2.4	1.0	0.3	5.5
39	COc1cc(CN2[C@@H]3CNC[C@H]2C3c2ccc(-c3ccccc3C)cc2)cc(OC)c1 (some centres not stated)	-9.5&2.8	.	0.3&0.0	-7.3&10.4
40	COc1ccc(S(=O)(=O)Nc2ccc(C(N)=O)cc2)cc1C(=O)N1CCCCCC1	-4.4	-3.1	0.1	-6.4

#	esBAF inh	FN deposition inh	RAD52 anneal inh	E-sel inducer
33	.	-13.5	-6.7	10.3
34	.	3.2	-0.7	9.1
35	.	-5.9	-14.1	6.7
36	4.4	-4.9	-6.8	0.0
37	-9.1	15.5	-0.7	-0.3
38	-1.6	-1.9	-6.8	-0.2
39	.	2.2&3.3	26.7&31.9	-0.4&-0.8
40	-5.4	-0.9	-3.8	2.2

Part of the list above, limited to E-sel inducer and EWS-Fli block:
No.	Structure	E-sel inducer	EWS-Fli block
25	COc1ccc(NC(=O)N(C)C[C@@H]2Oc3c(NS(=O)(=O)c4ccc(F)cc4)cccc3C(=O)N([C@H](C)CO)C[C@@H]2C)cc1	-0.2	5.8
26	COc1ccc(C(C)=O)cc1CSC(=S)N1CCSCC1	0.7	7.7
27	Cc1ccc(NC(=S)NC(=O)C2CC2)cc1Cl	0.3	-42.7

Next part:
#	compound	S100A4 MyoIIA	RAD54 inh	XiGFP reactiv	EWS-Fli block
41	Cc1ccc(S(=O)(=O)Nc2ccc3c(c2)CC(=O)N([C@H](C)CO)C[C@@H](C)[C@@H](CN(C)CC2CCCCC2)O3)cc1	3.4	11.9	.	5.5
42	CCOC(=O)[C@H]1[C@H]2COc3cc(OC)ccc3[C@@H]2N2C(=O)CN(Cc3ccc(OC)cc3)C(=O)[C@@]12C	-2.1	-5.7	0.1	-7.2
43	CCS(=O)(=O)N1CCN(c2ccc([N+](=O)[O-])c(NCc3cccnc3)c2)CC1	-9.5	.	-0.9	12.6
44	COc1ccccc1C1NC(=O)NC(C)=C1C(=O)OC1CCCCC1 (configuration not stated)	9.9	-1.6	0.0	1.3
45	Cc1ccc(S(=O)(=O)N(C)C)cc1NC(=O)C1CCCCC1	-3.1	.	1.6	3.6
46	O=C(CCn1c(=O)sc2ccccc21)NCc1ccco1	-1.9	-7.9	.	-4.6
47	CCOc1ccc(/C=N/NS(=O)(=O)c2ccc(C)cc2)cc1OC	-8.1	-0.7	0.2	0.8
48	C[C@@H]1CN([C@@H](C)CO)C(=O)c2cc(-c3cccnc3)cnc2O[C@@H]1CN(C)C(=O)Cc1cccnc1	9.1	9.5	-1.0	-11.7

#	esBAF inh	FN deposition inh	RAD52 anneal inh	E-sel inducer
41	-1.6	.	7.4	.
42	-1.5	2.5	-3.8	.
43	.	3.5	-16.9	0.0
44	-3.7	5.5	-4.8	-0.6
45	.	1.6	-15.4	.
46	-1.1	.	-9.1	.
47	-2.0	1.4	-21.4	.
48	1.7	-0.1	2.7	-0.2

Other compounds follow.
#	compound	S100A4 MyoIIA	RAD54 inh	XiGFP reactiv	EWS-Fli block
49	O=C(CCSCc1cccc(F)c1)NCc1ccc(F)cc1	-5.0	-7.8	0.0	-6.3
50	COc1ccc(CNC(=O)COC(=O)c2ccc(OCC3CCCO3)cc2)cc1 (configuration not stated)	-5.1	2.0	0.4	2.0
51	CC1CCCCC1NC(=O)c1ccc(S(=O)(=O)N2CCN(C)CC2)cc1 (configuration not stated)	-1.3	-9.7	0.0	5.0
52	COc1ccc2c3c([nH]c2c1)[C@H](CO)N(C(=O)Nc1ccc(F)cc1)CC31CN(Cc2cc(-c3ccccc3)on2)C1	-1.2	.	0.0	-7.8
53	CCNC(=O)[C@@H]1[C@@H](CO)[C@@H]2Cn3c(ccc(/C=C/c4ccccc4)c3=O)[C@H]1N2C(C)=O	-12.0	2.6	0.2	4.2

#	esBAF inh	FN deposition inh	RAD52 anneal inh	E-sel inducer
49	4.8	-2.7	-5.7	0.0
50	1.0	-8.4	-1.5	0.8
51	-4.7	1.9	-9.6	.
52	.	2.5	-13.8	1.7
53	-0.8	.	-10.7	-0.4

Profiles, quoted from the list.
Shown for COc1ccc(CNC(=O)COC(=O)c2ccc(OCC3CCCO3)cc2)cc1 (configuration not stated) : S100A4 MyoIIA = -5.1; RAD54 inh = 2.0; XiGFP reactiv = 0.4; EWS-Fli block = 2.0; esBAF inh = 1.0; FN deposition inh = -8.4; RAD52 anneal inh = -1.5; E-sel inducer = 0.8
Shown for O=C(CCSCc1cccc(F)c1)NCc1ccc(F)cc1 : S100A4 MyoIIA = -5.0; RAD54 inh = -7.8; XiGFP reactiv = 0.0; EWS-Fli block = -6.3; esBAF inh = 4.8; FN deposition inh = -2.7; RAD52 anneal inh = -5.7; E-sel inducer = 0.0
